Screens as filed in PubChem BioAssay.
Rab7 wt GTP bind – dog Rab7 wildtype GTP binding, inhibitors and activators; GST-Rab7 beads, fluorescent GTP binding, flow cytometry; actives lie on both sides; untreated = 100%, excess cold GTP = 0%; GTP binding activity (percent of control), % at 10 µM; 0.055% of 190,000 active; AID 758;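 active = fluorescent GTP binding to Rab7 beads changed by at least 20 points from the 100% baseline, either direction, mostly lower; inconclusive = compound itself probably fluorescent, or too few beads counted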;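 note: median green fluorescence of bound Bodipy-FL-GTP per Rab7 bead population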
Rac1 wt GTP bind – alters GTP binding to wildtype human Rac1. GST-Rac1 beads, fluorescent GTP binding, flow cytometry; actives lie on both sides; 0 = cold GTP competed, 100 = untreated. GTP binding activity (% of control), % at 10 µM. AID 757. 0.27% of 190,000 active. P63000;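 active = GTP binding activity at least 20 points away from the 100% control level, either lower or higher; inconclusive = compound flagged as likely green fluorescent, judged across all proteins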
RGS8-Gao reg – human RGS8-Galphao interaction regulation. multiplexed bead flow cytometry, RGS8-Galphao binding; actives lie on both sides. response (percent of control binding), % at 10 µM. 0.34% of 220,000 active. AID 1423; in the data active = response below about 60% or above about 140%; inactive = in between;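 note: Galphao activated as the GDP aluminium fluoride complex binding bead-coupled RGS8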
Target sequence (P09471 whole entry, looked up): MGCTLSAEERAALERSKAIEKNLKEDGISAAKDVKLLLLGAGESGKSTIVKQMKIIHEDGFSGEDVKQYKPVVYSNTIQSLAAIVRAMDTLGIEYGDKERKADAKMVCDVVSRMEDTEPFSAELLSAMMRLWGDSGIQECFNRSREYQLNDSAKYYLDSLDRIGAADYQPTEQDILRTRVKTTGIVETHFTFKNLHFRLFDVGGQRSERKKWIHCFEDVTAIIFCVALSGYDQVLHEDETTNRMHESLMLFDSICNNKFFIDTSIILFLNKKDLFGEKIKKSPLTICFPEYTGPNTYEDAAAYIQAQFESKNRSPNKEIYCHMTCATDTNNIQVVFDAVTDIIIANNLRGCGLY
Mcl1 Noxa PPI – disrupts binding of human Mcl-1 to Noxa peptide | Q07820 | TR-FRET Mcl-1/Noxa peptide binding, 2 h | inhibition, % at 21.7 µM | 1.5% of 220,000 active | AID 1022;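 active = compounds that cut the protein-peptide binding signal by more than 50% relative to plate controls in a single-dose test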;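 note: His-tagged Mcl-1 with rhodamine Noxa BH3 peptide and terbium anti-His antibody; 0% = Mcl-1 plus Noxa peptide wells and 100% = peptide-only wells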
Target sequence (Q07820 whole entry, looked up): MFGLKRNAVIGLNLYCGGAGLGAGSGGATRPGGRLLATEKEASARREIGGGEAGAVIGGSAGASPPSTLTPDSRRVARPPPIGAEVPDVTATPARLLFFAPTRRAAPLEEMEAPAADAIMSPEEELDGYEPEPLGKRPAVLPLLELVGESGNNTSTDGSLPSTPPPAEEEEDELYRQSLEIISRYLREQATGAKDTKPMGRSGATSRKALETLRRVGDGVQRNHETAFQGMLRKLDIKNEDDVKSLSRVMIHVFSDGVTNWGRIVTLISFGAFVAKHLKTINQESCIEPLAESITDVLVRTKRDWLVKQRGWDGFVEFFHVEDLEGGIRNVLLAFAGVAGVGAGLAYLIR
Pf gamet viab – P. falciparum stage V gametocyte viability inhibition; inhibition, % at 10.9 µM; P. falciparum stage V gametocytes, ATP luminescence, 24 h; 0.065% of 150,000 active;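 active = inhibition above the mean plus 3 SD of compounds within the control limits, set per campaign, cut at about 38% in these data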;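 note: 0% = DMSO wells and 100% = medium only without gametocytes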
Mcl1-Bid inh – Mcl-1/Bid interaction inhibition; 0.97% of 220,000 active; TR-FRET Mcl-1/Bid-Dy647 peptide binding, 1536-well; Q07820; inhibition, % at 21.7 µM;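 active = compounds that cut the binding signal by more than half at the single screening dose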;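 note: His-tagged Mcl-1 with europium anti-His antibody binding Bid BH3 peptide; 0% = Mcl-1 plus peptide wells and 100% = peptide-only wells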
Rac1 act GTP bind – modulators of GTP binding to human Rac1 activated mutant; AID 764; percent activity (GTP binding), % at 10 µM; 0.11% of 190,000 active; GST-Rac1 activated beads, fluorescent GTP binding, flow cytometry; actives lie on both sides; 100% means binding = to untreated wells; P63000;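 active = GTP binding at least 20 percentage points away from the 100% baseline, in either direction, so actives lie on both sides; inconclusive = Compound likely fluorescent itself, or too few beads counted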
Rab2A wt mod – changes GTP binding to wildtype dog Rab2A, up or down; GST-Rab2 wt beads, Bodipy-GTP binding, flow cytometry; GTP binding activity, % at 10 µM; 0.19% of 190,000 active; AID 760;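 active = GTP binding activity at least 20 points away from 100%, either lowered or raised; inconclusive = signal likely due to the compound's own green fluorescence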;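 note: 0% = beads with excess unlabeled GTP and 100% = no-compound control corrected for plate trend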
HRas wt GTP – human HRas wildtype GTP binding, change in either direction | AID 759 | P01112 | GTP binding activity, % at 10 µM | 0.14% of 190,000 active | GST-Ras wt beads, Bodipy-FL-GTP binding, flow cytometry; actives lie on both sides;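 active = GTP binding activity at least 20% away from the 100% baseline, either lowered as inhibitor or raised as activator; inconclusive = flagged as likely green fluorescent, judged across all proteins in the well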;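 note: 0% = unlabeled GTP competition control and 100% = no-compound control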
Target sequence (P01112 whole entry, looked up): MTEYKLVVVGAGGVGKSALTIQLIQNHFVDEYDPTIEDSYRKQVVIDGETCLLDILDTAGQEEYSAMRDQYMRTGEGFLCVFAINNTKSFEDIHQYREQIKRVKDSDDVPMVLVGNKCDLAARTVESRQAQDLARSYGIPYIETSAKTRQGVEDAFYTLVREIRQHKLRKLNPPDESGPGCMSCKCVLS
Mcl-1 Bim block – disrupts Bim peptide binding to human Mcl-1; Q07820; Bead-based flow cytometry, Bim peptide-Mcl-1 binding; inhibition, % at 10 µM; 0.1% of 190,000 active; in the data active = inhibition above about 40%;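 note: 0% = no compound tracer wells and 100% = peptide blocker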
Cdc42 wt GTP – changes GTP binding to wildtype human Cdc42; P60953; GST-Cdc42 beads, Bodipy-GTP binding, flow cytometry; actives lie on both sides; percent activity (GTP binding), % at 10 µM; 0.2% of 190,000 active;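 active = percent activity GTP binding at least 20 points away from the 100% baseline, either down as inhibitor or up as activator; inconclusive = compound flagged as likely green fluorescent from well-wide comparison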;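 note: median bead fluorescence of bound Bodipy-FL-GTP at 100 nM; 0% = excess unlabeled GTP control and 100% = no compound control; below 100% means less GTP binding so inhibitor and above means activator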
An asterisk follows results filed as active; ? = inconclusive; · = no result given.

#	molecule	Rab7 wt GTP bind	Rac1 wt GTP bind	RGS8-Gao reg	Mcl1 Noxa PPI	Pf gamet viab	Mcl1-Bid inh	Rac1 act GTP bind	Rab2A wt mod	HRas wt GTP	Mcl-1 Bim block	Cdc42 wt GTP
1	O=C(CSCc1ccc(Cl)cc1)Nc1ccc(S(=O)(=O)N2CCCCCC2)cc1	96	102	103	4	-7	10	99	100	99	-1	101
2	Cc1nn(C)c(C)c1CN(C)C(=O)C1(C)CC1(Br)Br (stereo not given)	103	103	103	2	7	-7	102	99	99	-1	102
3	COC(=O)CCc1c(C)nc(N)[nH]c1=O	97	95	98	13	·	7	93	94	96	0	98
4	Cc1cccc(C)c1NC(=O)CN1C(=O)S/C(=C\c2cccn2-c2cccc(C(=O)O)c2)C1=O	103	97	96	-2	·	-34	97	99	101	0	100
5	Cc1cc(NC(=O)COC(=O)[C@H](C)NC(=O)c2ccccc2)no1	106	109	102	20	·	-1	100	105	104	-2	105
6	COc1cc(/C=C/CN2CCC(CO)(CC3CCCCO3)CC2)ccc1O (stereo not given)	102	95	108	1	-7	-50	94	96	97	-5	93
7	CC(=O)Nc1ccc(S(=O)(=O)N2CCN(C(=O)N3CCCCCC3)CC2)cc1	98	103	98	-10	·	-12	99	101	99	-4	102
8	CC[n+]1c(C)n(-c2ccccc2)c2ccc(C(=O)OC)cc21	105	102	104	-18	-1	-63	99	101	101	-2	98
9	CCc1ccc(-c2ccc(C(=O)C(F)(F)F)[nH]2)cc1	92	93	93	·	·	-27	93	96	95	-4	97
10	Cc1cc(-c2ccn[nH]2)c(C)s1	102	102	101	8	-18	-36	102	99	99	-1	100
11	COc1ccc(CCNC(=O)CCNS(=O)(=O)c2cccc(Cl)c2)cc1OC	96	97	99	3	-17	-8	95	94	95	0	95
12	CC(=O)N1N=C(c2cccc(NS(C)(=O)=O)c2)CC1c1cccs1 (stereo not given)	96	97	101	14	-1	-26	97	96	97	-3	97
13	C=C(Cl)COc1ccc2c(C)cc(=O)oc2c1	99	102	105	9	·	-7	99	100	99	-2	101
14	O=C(c1cccs1)N1CCN(c2ccccc2)CC1	99	97	101	10	·	-27	95	99	100	0	95
15	C/C(=N\O)C(=O)NCc1ccccn1	95	98	106	0	·	-11	96	98	97	0	100
16	Cc1cc(=O)[nH]c(SCCCOc2ccccc2Cl)n1	94	92	103	2	2	9	93	92	96	1	96
17	Nc1n[nH]c(N)c1N=Nc1cccc(F)c1	101	101	99	19	·	-76	98	97	99	1	97
18	O=C(NN(c1ccccc1)c1ccccc1)c1ccc([N+](=O)[O-])o1	106	97	102	15	5	-31	93	99	99	0	96
19	Cc1ccc(N/N=C/c2cccnc2)cc1	98	104	98	25	-12	-57	103	99	98	-1	103
20	COc1ccc(C(N)=S)cc1	102	104	100	6	7	-40	99	99	101	-8	100
21	COc1ccc(CCNC(=O)CSc2nnc(C(C)N(C)C)n2Cc2ccccc2)cc1OC (stereo not given)	98	92	99	28	7	-22	95	92	93	-2	92
22	COC(=O)c1c(C)c[nH]c1C	91	97	102	-7	·	-21	96	96	96	0	95
23	CC(C)(C)c1ccc(/C=N/NC(=O)Cc2c[nH]c3ccccc23)cc1	100	101	104	17	-9	-42	99	100	102	4	104
24	CCN(CC)S(=O)(=O)c1cc(NC(=O)C(=O)c2c(-c3ccccc3)cc3ccccn23)ccc1C	98	95	103	0	-10	7	92	93	94	0	90
25	COc1cccc(NC(=O)Cn2c(=O)n(CC3CCCO3)c(=O)c3ccccc32)c1 (stereo not given)	104	107	99	9	·	-9	102	104	106	-2	105
26	CCOC(=O)C1(Cc2ccccc2C)CCCN(C(=O)CCn2nccc2C)C1 (stereo not given)	100	102	103	-3	17	-2	98	102	101	-3	102
27	CCc1ccc(NC(=S)Nc2cc(OC)c(NC(=O)C(C)C)cc2OC)cc1	104	101	102	9	-20	-19	99	101	99	0	98
28	CNc1nc(C)c(C(C)=O)cc1C#N	101	102	100	-18	5	-5	100	103	103	0	103
29	O=S(=O)(NCC(Nc1ccc(Cl)cc1)c1ccccc1)c1ccc(Cl)cc1 (stereo not given)	96	101	103	0	-7	-15	98	98	100	0	98
30	CCc1oc(C(=O)O)cc1COC	100	95	98	1	·	-49	94	97	99	-3	98
31	O=C(c1cccc(C(F)(F)F)c1)N1CCC(O)(CS(=O)(=O)Cc2ccc(Cl)cc2)CC1	96	95	99	7	-8	5	93	94	97	-1	96
32	COc1ccccc1-c1cc(C(F)(F)F)nc(NCc2cccs2)n1	96	98	103	20	-27	-3	97	99	97	-2	94
33	Cc1cc(=O)[nH]c(SCC(=O)OCc2ccccc2)c1C#N	97	94	103	0	-4	-25	92	95	94	-2	96
34	CCCCOc1ccc(/C=N/NC(=S)Nc2cccc(C)c2C)cc1	99	103	101	-10	18	-31	100	101	101	1	103
35	O=C(Nc1ccc(Cl)c(Cl)c1)c1csc(-c2ccccc2)n1	96	93	101	-5	-18	4	88	92	96	-1	93
36	C=CCn1c(N2C(=O)CC(Cc3ccccc3)C2=O)nc2ccccc21 (stereo not given)	103	108	104	-24	29	-17	99	103	103	0	106
37	Cc1ccc(S(=O)(=O)N2CCN(C(=O)CCC(=O)NC3CCCc4ccccc43)CC2)cc1 (stereo not given)	104	99	106	-1	·	-40	98	104	103	0	102
38	O=[N+]([O-])c1cc2c(cc1/C=N\NS(=O)(=O)c1ccccc1)OCO2	100	99	101	28	·	-34	99	99	98	0	99
39	Clc1ccc(Oc2cnns2)c(Cl)c1	104	103	95	12	-7	-21	97	103	104	1	104
40	Cc1cc(=S)n(-c2ccccc2)n1C	101	104	100	4	-14	-32	97	101	100	-3	104
41	O=C(CNC(=O)c1cnccn1)Nc1ccc(F)c(F)c1F	98	107	101	7	·	-9	104	102	103	0	103
42	COC(=O)c1nn(-c2cccc(C(F)(F)F)c2)c(=O)cc1Sc1ccccn1	93	96	99	-9	-15	-16	96	94	98	0	97
43	Cc1ccc(-c2csc3ncn(/N=C/N(C)C)c(=O)c23)o1	103	106	99	-1	·	-1	103	105	106	-1	108
44	CC(C)N1CCN(Cc2ccc(Oc3ncccn3)cc2)CC1CCO (stereo not given)	93	98	103	32	-3	-14	96	96	96	0	99
45	COc1ccc(OC)c(NC(=O)CSc2nnc(-c3ccco3)n2-c2ccccc2)c1	101	104	100	18	·	0	102	103	104	1	104
46	Cc1nc2sc(C(c3ccccc3)N3CC(C)OC(C)C3)c(O)n2n1 (stereo not given)	99	103	102	-12	5	-27	100	100	100	-8	100
47	O=C(c1cnn2c(C(F)(F)F)cc(-c3ccco3)nc12)N1CCc2ccccc2C1	99	96	99	17	·	-15	94	94	95	0	96
48	CCOC(=O)CSc1nnc(Cn2c(=O)sc3ccccc32)n1C	102	105	100	8	·	-13	101	102	102	-1	105
49	Cc1cccc(CSc2nc3sc(C)c(C)c3c(=O)n2Cc2ccco2)c1	104	108	95	4	-2	2	99	104	103	-2	106
50	C=CCN1C(=O)/C(=C/c2ccsc2)SC1=S	94	93	104	17	8	1	91	92	92	64*	92
51	Cn1c(=O)c2c(=O)cc(NNC(=O)CC#N)[nH]c2n(C)c1=O	97	97	98	-5	3	-32	95	96	97	2	93
52	O=C(c1ccc2c(c1)OCO2)N1CCCc2ccccc21	96	101	95	13	·	-9	97	96	98	-1	97
53	COc1ccc(C(CC(=O)O)NC(=O)COc2ccc(C)cc2)cc1OC (stereo not given)	101	101	102	10	·	-1	95	100	99	-5	99
54	CN(C)S(=O)(=O)c1ccc(NC(=O)N2CCN(c3ccccc3)CC2)cc1	100	95	98	-3	·	-9	97	96	98	-2	95
55	CC(NC(=O)Nc1ccc2c(c1)OCO2)c1ccncc1 (stereo not given)	104	103	106	10	1	-15	97	102	100	-1	100
56	Cc1ccc(C)n1-c1ccncc1	100	99	98	11	·	-1	98	101	102	0	104

Next part.
#	molecule	Rab7 wt GTP bind	Rac1 wt GTP bind	RGS8-Gao reg	Mcl1 Noxa PPI	Pf gamet viab	Mcl1-Bid inh	Rac1 act GTP bind	Rab2A wt mod	HRas wt GTP	Mcl-1 Bim block	Cdc42 wt GTP
57	CN(NC(=O)c1ccco1)c1nc2ccccc2nc1C(F)(F)F	103	101	102	10	0	-17	98	99	98	-5	97
58	COc1ccc2c(COC(=O)c3n[nH]c4ccccc34)cc(=O)oc2c1	102	111	99	-162	·	6	103	101	102	-1	102
59	CCOC(=O)c1c(C)nc2c(c1-c1ccccc1)C(=O)CCC2	?	?	104	20	·	5	?	?	?	0	?
60	CCc1nnc(N/N=C/c2cccs2)n1N	102	105	105	40	27	-45	99	100	101	-7	98
61	CSc1nsc(SCC(=O)Nc2ccccn2)n1	99	100	104	5	-5	-9	98	98	99	0	97
62	CCn1c(CNC(=O)COc2ccc(C(C)C)cc2)nnc1SCC(=O)Nc1ccccc1C(C)C	100	95	96	-3	·	-10	95	94	96	0	94
63	CCOC(=O)CSc1nnc(CNC(=O)c2cccc(C)c2)n1-c1ccccc1OC	95	96	101	4	-1	-7	95	95	97	0	95
64	CCOC(=O)C1CCCN(C(=O)Cn2sc3nc(C)cc(C)c3c2=O)C1 (stereo not given)	98	101	58*	57*	·	-22	97	99	100	-5	100
65	COc1ccc(Cn2cc(C(=O)c3ccccc3)c(=O)c3cc(OC)ccc32)cc1	97	99	94	-2	·	7	97	98	97	-4	99
66	O=c1oc2ccccc2c2c1nc(C(F)(F)F)n2-c1ccccc1	95	97	101	0	·	-4	97	95	96	0	100
67	COc1ccc(CNC(=O)Nc2cccc(C)c2)cc1	96	97	96	-8	·	-4	97	97	98	2	98
68	COc1cccc(CC2(CO)CCCN(Cc3ccc(C)s3)C2)c1 (stereo not given)	96	103	99	3	-9	-13	98	97	99	-6	101
69	CCOc1ncccc1C(=O)OCc1ccc(C#N)cc1	99	100	102	3	-2	0	98	97	98	-2	101
70	CCCc1cc(=O)oc2cc(OCc3cccc(OC)c3)c(Cl)cc12	102	102	105	8	-22	-8	99	101	101	2	103
71	NC(=O)COC(=O)c1ccc(S(=O)(=O)N2CCCCCC2)cc1	100	102	103	-4	·	-4	99	101	101	0	101
72	CCOC(=O)N=S(N)(=O)c1ccc(Cl)cc1 (stereo not given)	100	107	106	9	·	-1	102	100	102	2	103
73	N#Cc1cc2c(nc1SCc1ccccc1)CCCC2=O	95	96	98	10	·	-21	94	95	94	-4	96
74	Cc1cccc(C2c3[nH]c4ccccc4c3CCN2C(=O)c2cn(C)c3ccccc3c2=O)n1 (stereo not given)	103	103	102	7	-9	-49	95	95	100	0	97
